PfHsp90 set2 – growth inhibition of PfHsp90-expressing yeast, primary screen, antimalarial PfHsp90 inhibitor project, S. cerevisiae, BacTiter-Glo luminescence, single point, set 2 | actives 0.32% (n = 310,000) | AID 504621, 2011 | inhibition, % at 9.4 µM | BacTiter-Glo ATP, 48 h; yeast lacking PDR1 and PDR3 efflux regulators;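 active means every replicate shows inhibition above about 80%, whatever the replicate mean, limit read from the data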;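 further: 0% = DMSO neutral controls and 100% = 20 µM radicicol positive controls; yeast relying on Plasmodium falciparum Hsp90 in place of its own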
NSD2 HMT inh – NSD2 histone methyltransferase inhibitors, primary screen, biochemical, AlphaScreen, single concentration, set 2. Histone-lysine N-methyltransferase NSD2 (Homo sapiens), O96028. NSD2 peptide methylation, 120 min. inhibition, % at 12.5 µM. actives 0.54% (n = 310,000). AID 743445, 2014; in the data active means inhibition above about 50%
SR-BI DiI-HDL act – activators of SR-BI mediated DiI-HDL uptake, primary screen, ldlA[mSR-BI] CHO cells, DiI fluorescence. 3 h; 100 = double the neutral-control signal. activation, % at 12.5 µM. actives 0.096% (n = 320,000). AID 504775, 2011;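 active means mean replicate activation of at least 60% and every replicate at or above 60%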;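 further: 0% = median plate neutral-control signal and 100% = twice that signal; values of inactives mirror those of a sister screen read the other way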
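system = CHO ldlA[mSR-BI] cells, LDL receptor-null, SR-BI overexpressing | medium = Ham's F12 with 0.5% BSA, HEPES 25 mM, pH 7.4 | probe or stimulus = DiI-HDL 10 µg/mL | compound dosing = single-point compound dose | incubation = compound exposure 3 h, 37 °C | technique = DiI fluorescence, bottom read | read-out = cell-associated DiI fluorescence as measure of HDL uptake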
CAL PDZ FP-1 – CAL PDZ peptide-binding inhibitors, primary screen, biochemical, fluorescence polarization, Cer-tagged CAL PDZ, HTS; AID 504414, 2011; Golgi-associated PDZ and coiled-coil motif-containing protein (Homo sapiens), Q9HD26; actives 0.02% (n = 330,000); inhibition, % at 20 µM; purified CAL PDZ, TMR-peptide fluorescence polarization, 1 h;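 active means highest replicate inhibition of at least 40%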;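 further: plate controls were DMSO neutral control wells for no effect and unlabeled competitor peptide control wells for full effect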
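material = purified tagged CAL PDZ domain construct (CerCALP) | buffer or medium = sodium phosphate/NaCl buffer pH 7.4 with TCEP, IgG, Thesit | reagent = TMR-labelled reporter peptide T*-PRC34 bound in PDZ groove | incubation = 1 h room-temperature incubation prior to read | measured by = fluorescence polarization (mP) | evaluation = percent inhibition from loss of millipolarization | control set = unlabelled peptide and DMSO controls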
MITF TRPM1 HTS – activators of MITF-driven TRPM1 promoter reporter, primary screen, cell-based, SK-MEL-5, luciferase, single point | activation, % at 12.5 µM | SK-MEL-5 TRPM1-promoter luciferase, 24 h; % of positive control, neutral wells = 0 | actives 0.75% (n = 300,000);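 active means mean activation of at least 80% with every replicate also reaching 80%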;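 further: 0% = neutral control wells and 100% = parthenolide positive control wells; values of inactives mirror those of a sister screen read the other way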
SR-BI HDL uptake – inhibitors of SR-BI mediated HDL lipid uptake, primary screen, ldlA[mSR-BI] cells, fluorescence, single point | inhibition, % at 12.5 µM | Scavenger receptor class B member 1 (Mus musculus), Q61009 | actives 0.96% (n = 320,000) | ldlA[mSR-BI] CHO cells, DiI-HDL uptake fluorescence, 3 h;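 active means mean replicate inhibition of at least 70% and a set share of replicates each scoring 70 or more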;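 further: 0% = median of neutral control wells and 100% = median of positive control wells; values of inactives mirror those of a sister screen read the other way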
PvdQ acylase – P. aeruginosa PvdQ acylase inhibitors, primary screen, biochemical, fluorescence, plate reader and imaging, single point; actives 0.063% (n = 340,000); PvdQ acylase [Pseudomonas aeruginosa LESB58]; inhibition, % at 10 µM; AID 488965, 2010; purified PvdQ acylase; in the data active means inhibition above about 30%, passing the limit was not always enough;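 further: 0% = vehicle neutral wells and 100% = reference inhibitor wells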
dFosB act – activators of delta FosB homodimer, primary screen, biochemical, fluorescence polarization, TAMRA-CDK5 oligo, single point; actives 0.99% (n = 340,000); activation, % at 25 µM; purified delta FosB; percent of positive-control signal above neutral wells; Protein FosB (Mus musculus), P13346;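 active means mean activation above about 17%, with every replicate also reaching it, limit read from the data, passing the limit was not always enough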;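 further: fluorescence polarization rise as delta FosB binds a TAMRA Cdk5 AP-1 oligo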
Target sequence (P13346 whole entry, looked up): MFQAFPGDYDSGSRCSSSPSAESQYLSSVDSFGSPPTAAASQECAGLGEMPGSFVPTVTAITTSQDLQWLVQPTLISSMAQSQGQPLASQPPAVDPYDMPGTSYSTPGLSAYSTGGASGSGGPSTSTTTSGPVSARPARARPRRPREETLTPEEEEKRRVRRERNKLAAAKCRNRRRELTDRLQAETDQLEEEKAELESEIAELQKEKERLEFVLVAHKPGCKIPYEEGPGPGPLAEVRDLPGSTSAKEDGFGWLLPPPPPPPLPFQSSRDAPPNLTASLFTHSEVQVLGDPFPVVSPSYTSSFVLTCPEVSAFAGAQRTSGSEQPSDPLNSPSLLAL
Rtt109 HAT inh – inhibitors of C. albicans Rtt109/Vps75 HAT, primary screen, biochemical, ThioGlo CoA-SH fluorescence, plate reader; Histone acetyltransferase RTT109 (Candida albicans (strain SC5314 / ATCC MYA-2876)), …; purified Rtt109/Vps75, 4 h; inhibition, % at 34.9 µM; actives 0.16% (n = 330,000);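 active means inhibition of at least 50% in every replicate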
Target sequence (Q5AAJ8 whole entry, looked up): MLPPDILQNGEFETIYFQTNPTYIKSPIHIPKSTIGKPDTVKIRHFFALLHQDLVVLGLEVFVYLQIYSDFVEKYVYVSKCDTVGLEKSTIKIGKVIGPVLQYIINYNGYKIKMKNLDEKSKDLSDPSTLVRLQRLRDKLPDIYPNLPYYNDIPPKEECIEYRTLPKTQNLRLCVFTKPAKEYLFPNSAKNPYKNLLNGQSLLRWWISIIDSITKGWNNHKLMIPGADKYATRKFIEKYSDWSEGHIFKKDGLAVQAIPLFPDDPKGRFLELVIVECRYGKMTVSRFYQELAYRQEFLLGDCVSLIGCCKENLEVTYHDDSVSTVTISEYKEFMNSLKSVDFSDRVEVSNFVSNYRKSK
CAL PDZ FP-2 – untagged CAL PDZ binding inhibitors, primary screen, biochemical, fluorescence polarization, HTS; Golgi-associated PDZ and coiled-coil motif-containing protein (Homo sapiens), Q9HD26; purified CAL PDZ, TMR-peptide fluorescence polarization, 1 h; inhibition, % at 24.9 µM; actives 0.92% (n = 300,000); AID 602252, 2012;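 active means mean inhibition of at least 30% with at least half of replicates also reaching 30%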;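 further: 0% = DMSO neutral control and 100% = excess unlabeled competitor peptide PRC23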
* hit, by the source's call.

`O=C(NCCc1ccccc1)C1CCN(S(=O)(=O)N2CCCC2)CC1` gave PfHsp90 set2 -2, NSD2 HMT inh 0, SR-BI DiI-HDL act -14, CAL PDZ FP-1 -2.3, MITF TRPM1 HTS 2, SR-BI HDL uptake 14, PvdQ acylase 1, dFosB act 0, Rtt109 HAT inh 3 and CAL PDZ FP-2 -2.
For COc1ccc(-c2oc(=O)c3cc(OC)c(OC)cc3c2/C=C/c2cccc([N+](=O)[O-])c2)cc1 the results were PfHsp90 set2 -4, SR-BI DiI-HDL act -53, CAL PDZ FP-1 0.0, MITF TRPM1 HTS -19, SR-BI HDL uptake 52, PvdQ acylase 12, dFosB act -4, Rtt109 HAT inh 14 and CAL PDZ FP-2 8.
Screening Cc1ccc(N2C(SCC(=O)O)=NC(=Nc3cccc(C)c3)C23CCCC3)cc1 returned PfHsp90 set2 10, NSD2 HMT inh -1, SR-BI DiI-HDL act 10, CAL PDZ FP-1 -0.9, MITF TRPM1 HTS 5, SR-BI HDL uptake -10, PvdQ acylase -4, dFosB act -3, Rtt109 HAT inh -2 and CAL PDZ FP-2 -1.
Screening CC(C)OC(=O)Cn1nnc2c(cnn2-c2ccccc2)c1=O returned PfHsp90 set2 7, NSD2 HMT inh 2, SR-BI DiI-HDL act 11, MITF TRPM1 HTS 41, SR-BI HDL uptake -11, PvdQ acylase 6, dFosB act -4, Rtt109 HAT inh -2 and CAL PDZ FP-2 -4.
`CN1CCN(CCCNC(=O)c2cn(C3CCCCC3)c(=O)c3c2c2ccccc2n3C)CC1` gave PfHsp90 set2 -1, NSD2 HMT inh -5, SR-BI DiI-HDL act 4, CAL PDZ FP-1 -0.8, MITF TRPM1 HTS 9, SR-BI HDL uptake -4, PvdQ acylase -1, dFosB act -7, Rtt109 HAT inh 7 and CAL PDZ FP-2 -3.
Screening O=C(NC1CCS(=O)(=O)C1)c1cc(-c2ccccc2)nc2ccccc12 (configuration not stated) returned PfHsp90 set2 7, NSD2 HMT inh -4, SR-BI DiI-HDL act -2, CAL PDZ FP-1 0.0, MITF TRPM1 HTS 21, SR-BI HDL uptake 2, PvdQ acylase -1, dFosB act -8 and Rtt109 HAT inh -13.
For CCOC(=O)C1CCN(C(=O)COC(=O)c2cc([N+](=O)[O-])ccc2N2CCOCC2)CC1 the results were PfHsp90 set2 -11, NSD2 HMT inh 11, SR-BI DiI-HDL act -7, CAL PDZ FP-1 -0.6, MITF TRPM1 HTS -3, SR-BI HDL uptake 7, PvdQ acylase -19, dFosB act 4, Rtt109 HAT inh -2 and CAL PDZ FP-2 -3.
COc1ccccc1CNC(=O)c1ccc(Br)o1 was read as PfHsp90 set2 -13, SR-BI DiI-HDL act -18, CAL PDZ FP-1 -1.6, MITF TRPM1 HTS 4, SR-BI HDL uptake 18, PvdQ acylase -12, dFosB act -2, Rtt109 HAT inh 0 and CAL PDZ FP-2 -12.
`COC(=O)CS(=O)(=O)c1ccc2c(c1)CC(=O)N2` gave PfHsp90 set2 8, SR-BI DiI-HDL act 19, CAL PDZ FP-1 0.2, MITF TRPM1 HTS -9, SR-BI HDL uptake -19, PvdQ acylase 0, dFosB act -2, Rtt109 HAT inh 19 and CAL PDZ FP-2 -5.
For COC(=O)c1cc(Cn2nc(C(=O)O)c3ccccc3c2=O)oc1C the results were PfHsp90 set2 -12, NSD2 HMT inh 2, SR-BI DiI-HDL act 21, CAL PDZ FP-1 0.5, MITF TRPM1 HTS 0, SR-BI HDL uptake -21, PvdQ acylase 5, dFosB act -1, Rtt109 HAT inh 6 and CAL PDZ FP-2 -1.
`Cc1nn(-c2ccccc2)c(C)c1Cc1ccc(O)cc1` gave PfHsp90 set2 18, NSD2 HMT inh 0, SR-BI DiI-HDL act 14, CAL PDZ FP-1 0.2, MITF TRPM1 HTS 66, SR-BI HDL uptake -14, PvdQ acylase -5, dFosB act -1, Rtt109 HAT inh -10 and CAL PDZ FP-2 -11.
`O=C(Nc1ccc2c(c1)OCO2)NC1(C(F)(F)F)Oc2ccccc2O1` gave NSD2 HMT inh -2, SR-BI DiI-HDL act 6, CAL PDZ FP-1 -0.7, SR-BI HDL uptake -6, PvdQ acylase 1, dFosB act -1 and CAL PDZ FP-2 -2.
Screening COc1ccc(CCNC(=O)COC(=O)c2ccc(N3CCCC3=O)cc2)cc1 returned PfHsp90 set2 24, NSD2 HMT inh 0, SR-BI DiI-HDL act 4, CAL PDZ FP-1 -1.0, MITF TRPM1 HTS -3, SR-BI HDL uptake -4, PvdQ acylase -7, dFosB act 6, Rtt109 HAT inh 12 and CAL PDZ FP-2 3.
`O=C(NCCc1ccccc1)c1ccc(NS(=O)(=O)c2ccc3[nH]c(=O)[nH]c3c2)cc1` gave NSD2 HMT inh 0, SR-BI DiI-HDL act -20, CAL PDZ FP-1 -1.0, MITF TRPM1 HTS 48, SR-BI HDL uptake 20, PvdQ acylase 1, dFosB act 4, Rtt109 HAT inh 4 and CAL PDZ FP-2 -3.
`C=CCn1cccc(C(=O)Nc2ccc(OC)cc2OC)c1=O` gave PfHsp90 set2 17, NSD2 HMT inh -1, SR-BI DiI-HDL act 2, CAL PDZ FP-1 0.6, MITF TRPM1 HTS 9, SR-BI HDL uptake -2, PvdQ acylase -7, dFosB act -8, Rtt109 HAT inh -40 and CAL PDZ FP-2 4.
For COc1cc(/C=C/c2ccc(/C=C/c3cc(OC)c(OC)c(OC)c3)cc2)cc(OC)c1OC the results were PfHsp90 set2 -4, NSD2 HMT inh -4, SR-BI DiI-HDL act -51, CAL PDZ FP-1 -0.4, MITF TRPM1 HTS -16, SR-BI HDL uptake 51, PvdQ acylase -4, dFosB act 8, Rtt109 HAT inh 1 and CAL PDZ FP-2 -6.
Screening CC(=O)C1=C(O)CC(c2ccccc2)CC1=NCCc1c(C)[nH]c2ccccc12 (configuration not stated) returned PfHsp90 set2 -9, SR-BI DiI-HDL act -14, CAL PDZ FP-1 -0.5, SR-BI HDL uptake 14, PvdQ acylase -13, dFosB act -2 and Rtt109 HAT inh 9.
`O=C(O)/C(=N/NC(=O)c1ccc(Cl)cc1)c1ccccc1` gave PfHsp90 set2 -15, NSD2 HMT inh -2, SR-BI DiI-HDL act -13, CAL PDZ FP-1 0.0, MITF TRPM1 HTS 0, SR-BI HDL uptake 13, PvdQ acylase -11, dFosB act 2 and Rtt109 HAT inh 6.
`Cc1ccnc2nc(C(=O)OCC(=O)N3CC(C)CC(C)C3)nn12` (configuration not stated) gave NSD2 HMT inh -1, SR-BI DiI-HDL act 5, CAL PDZ FP-1 -0.8, MITF TRPM1 HTS 1, SR-BI HDL uptake -5, PvdQ acylase -13, dFosB act -3, Rtt109 HAT inh -11 and CAL PDZ FP-2 -2.
For CC[C@@H](C)[C@H](NC(=O)Cc1c(C)c2c(cc(C)c3c(C)coc32)oc1=O)C(=O)O the results were PfHsp90 set2 4, NSD2 HMT inh -3, SR-BI DiI-HDL act -20, CAL PDZ FP-1 -2.5, MITF TRPM1 HTS -7, SR-BI HDL uptake 20, PvdQ acylase 5, dFosB act -5 and Rtt109 HAT inh 1.
For O=[N+]([O-])c1ccc(-c2cnc(SC(c3ccccc3)c3ccccc3)[nH]2)cc1 the results were PfHsp90 set2 14, NSD2 HMT inh -1, SR-BI DiI-HDL act -21, CAL PDZ FP-1 0.3, MITF TRPM1 HTS 0, SR-BI HDL uptake 21, PvdQ acylase 3, dFosB act 3 and Rtt109 HAT inh -3.
Screening O=C(NCc1cccnc1)c1nn2cccnc2c1Cl returned PfHsp90 set2 -14, CAL PDZ FP-1 9.5, MITF TRPM1 HTS -7, PvdQ acylase -6, dFosB act 11, Rtt109 HAT inh -7 and CAL PDZ FP-2 0.
For Cc1ccc(-c2cc(C(=O)N3CCOCC3)c3cc(C)ccc3n2)cc1 the results were PfHsp90 set2 10, NSD2 HMT inh -3, SR-BI DiI-HDL act -43, CAL PDZ FP-1 -1.0, MITF TRPM1 HTS 28, SR-BI HDL uptake 43, PvdQ acylase -6, dFosB act -7 and Rtt109 HAT inh 3.
O=C(CSc1nc2ccc(N3CCOCC3)cc2c(=O)n1CCc1ccccc1)NCC1CCCO1 (configuration not stated) was read as PfHsp90 set2 1, NSD2 HMT inh -2, SR-BI DiI-HDL act 9, CAL PDZ FP-1 -2.5, MITF TRPM1 HTS 9, SR-BI HDL uptake -9, PvdQ acylase -17, dFosB act -19, Rtt109 HAT inh 7 and CAL PDZ FP-2 68*.
Nc1ccc(Oc2ccc(Br)cc2)cc1 was read as PfHsp90 set2 -12, NSD2 HMT inh 3, SR-BI DiI-HDL act 0, CAL PDZ FP-1 -0.6, MITF TRPM1 HTS -8, SR-BI HDL uptake 0, PvdQ acylase -2, dFosB act -6, Rtt109 HAT inh -6 and CAL PDZ FP-2 -4.
`O=C(NCc1ccc(F)cc1)C1CCCN1S(=O)(=O)c1cccc2nsnc12` (configuration not stated) gave PfHsp90 set2 -19, NSD2 HMT inh -4, SR-BI DiI-HDL act -3, CAL PDZ FP-1 -0.3, MITF TRPM1 HTS -7, SR-BI HDL uptake 3, PvdQ acylase -20, dFosB act -5 and Rtt109 HAT inh 6.
For O=C(NCCNC(=O)c1cc(OCC(F)(F)F)ccc1OCC(F)(F)F)Nc1cccc(C(F)(F)F)c1 the results were NSD2 HMT inh -1, SR-BI DiI-HDL act -52, CAL PDZ FP-1 0.1, MITF TRPM1 HTS -7, SR-BI HDL uptake 52, PvdQ acylase -8, dFosB act -7 and Rtt109 HAT inh 0.
For Nc1ncnc2c1ncn2C1OC(C(=O)NC2CC2)C(O)C1O (configuration not stated) the results were PfHsp90 set2 15, SR-BI DiI-HDL act 8, CAL PDZ FP-1 1.0, MITF TRPM1 HTS -3, SR-BI HDL uptake -8, PvdQ acylase 16, dFosB act 0, Rtt109 HAT inh 6 and CAL PDZ FP-2 1.

Compound activity as filed in PubChem.
